Screening results: PubChem BioAssay, several laboratories
CDK5 inh = inhibitors of human CDK5/p35 kinase, primary screen, biochemical, single concentration. Cyclin-dependent kinase 5 (Homo sapiens) + Cyclin-dependent kinase 5 activator 1 (Homo …. Recombinant CDK5/p35, ADP-Glo luminescence, 60 min. inhibition, % at 10 µM. 330,000 tested, 0.01% active;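 active = highest replicate inhibition of at least 50% and at least 75% of replicates reaching 50%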;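 note: plate controls were DMSO neutral control for no effect and GW8510 at 10 µM for full effect; many of its hits are not listed in these tables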
RTF Ca sens inh = cardiac RTF calcium sensitivity inhibitors, primary screen, biochemical, IANBD-TnC fluorescence, EC70 calcium | AID 493244, 2011 | 340,000 tested, 0.12% active | inhibition, % at 7.15 µM | IANBD-labeled cardiac RTF, Ca2+ fluorescence | Troponin I, cardiac muscle (Homo sapiens) + Troponin T, cardiac muscle (Homo sapiens) + …;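 active = inhibition above the mean inhibition of all tested compounds plus 3 SD, cut at about 17% in these data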;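 note: assay run at fixed EC70 calcium of 1.6 mM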
Keap1-Nrf2 PPI = Keap1-Nrf2 protein-protein interaction inhibitors, primary screen, biochemical, fluorescence polarization, single point; Keap1 Kelch-Nrf2 peptide fluorescence polarization, 1536-well; inhibition, % at 9.4 µM; 340,000 tested, 0.15% active; in the data active = inhibition above about 12%;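 note: human Keap1 Kelch domain with fluorescein labeled Nrf2 9mer peptide probe; 0% = neutral control wells and 100% = peptide positive control; higher means more block of Keap1 binding to Nrf2 peptide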
NSD2 inh = NSD2 histone methyltransferase inhibitors, primary screen, biochemical, AlphaScreen, single concentration, set 2. Histone-lysine N-methyltransferase NSD2 (Homo sapiens), O96028. NSD2 peptide methylation, 120 min. inhibition, % at 12.5 µM. 310,000 tested, 0.54% active. AID 743445, 2014; in the data active = inhibition above about 50%
cardiac RTF act = cardiac RTF calcium sensitivity activators, primary screen, biochemical, IANBD-TnC fluorescence, EC20 calcium | AID 493008, 2010 | 340,000 tested, 0.24% active | Troponin I, cardiac muscle (Homo sapiens) + Troponin T, cardiac muscle (Homo sapiens) + … | IANBD-labeled TnC RTF fluorescence at EC20 calcium; 0% EC20 calcium, 100% full calcium | activation, % at 7.2 µM;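 active = activation above the mean over all tested compounds plus 3 SD, cut at about 30% in these data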;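 note: rise in fluorescence read as greater calcium sensitivity of cardiac thin filaments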
dFosB activator = activators of delta FosB homodimer, primary screen, biochemical, fluorescence polarization, TAMRA-CDK5 oligo, single point. Protein FosB (Mus musculus), P13346. purified delta FosB; percent of positive-control signal above neutral wells. activation, % at 25 µM. 340,000 tested, 0.99% active;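 active = mean activation above about 17%, with every replicate also reaching it, limit read from the data, passing the limit was not always enough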;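 note: fluorescence polarization rise as delta FosB binds a TAMRA Cdk5 AP-1 oligo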
Target sequence (P13346 whole entry, looked up): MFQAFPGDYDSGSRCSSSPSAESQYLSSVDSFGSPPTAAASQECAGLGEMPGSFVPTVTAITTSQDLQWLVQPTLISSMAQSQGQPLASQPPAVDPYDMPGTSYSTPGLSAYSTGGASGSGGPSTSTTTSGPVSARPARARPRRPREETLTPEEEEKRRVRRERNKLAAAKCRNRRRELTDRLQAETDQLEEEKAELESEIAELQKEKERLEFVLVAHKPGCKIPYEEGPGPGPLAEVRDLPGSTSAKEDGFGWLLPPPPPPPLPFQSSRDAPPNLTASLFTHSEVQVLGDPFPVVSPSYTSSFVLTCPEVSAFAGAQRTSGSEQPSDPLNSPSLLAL
LANA DNA inh = inhibitors of KSHV C-LANA binding to DNA, primary screen, biochemical, fluorescence polarization, FAM-LBS DNA, MBP-C-LANA, single point; Kaposi's sarcoma herpesvirus LANA C-terminal domain (residues 932-1162) DNA binding; inhibition, % at 9 µM; 340,000 tested, 0.078% active; AID 504423, 2011;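 active = highest replicate inhibition at or above 60% at 9 µM, even if other replicates fall short; inactive = all replicates below 60% inhibition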;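 note: 0% = neutral control wells and 100% = 4 µM acridine orange control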
Mot1-301 SUMO = yeast Mot1-301 growth rescue at high temperature, primary screen, SUMOylation pathway inhibitor project, S. cerevisiae, ATP luminescence, 38.5C. S. cerevisiae Mot1-301 growth rescue; percent above DMSO median, 100 means doubled. growth rescue, % at 18.8 µM. 320,000 tested, 1% active;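 active = every valid replicate shows activation above 250% relative to neutral control wells; inactive = the rest, any valid replicate at or below 250%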;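 note: OY570 slx delta 5 strain wells were the positive control but not used for scaling; some compounds called inactive have numbers as strong as hits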
PvdQ inh = P. aeruginosa PvdQ acylase inhibitors, primary screen, biochemical, fluorescence, plate reader and imaging, single point. PvdQ acylase [Pseudomonas aeruginosa LESB58]. purified PvdQ acylase. inhibition, % at 10 µM. 340,000 tested, 0.063% active; in the data active = inhibition above about 30%, passing the limit was not always enough;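 note: 0% = vehicle neutral wells and 100% = reference inhibitor wells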
PfHsp90 yeast 2 = growth inhibition of PfHsp90-expressing yeast, primary screen, antimalarial PfHsp90 inhibitor project, S. cerevisiae, BacTiter-Glo luminescence, single point, set 2 | BacTiter-Glo ATP, 48 h; yeast lacking PDR1 and PDR3 efflux regulators | inhibition, % at 9.4 µM | 310,000 tested, 0.32% active | AID 504621, 2011;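 active = every replicate shows inhibition above about 80%, whatever the replicate mean, limit read from the data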;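 note: 0% = DMSO neutral controls and 100% = 20 µM radicicol positive controls; yeast relying on Plasmodium falciparum Hsp90 in place of its own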
Rtt109 Vps75 = inhibitors of C. albicans Rtt109/Vps75 HAT, primary screen, biochemical, ThioGlo CoA-SH fluorescence, plate reader. Histone acetyltransferase RTT109 (Candida albicans (strain SC5314 / ATCC MYA-2876)), …. purified Rtt109/Vps75, 4 h. inhibition, % at 34.9 µM. 330,000 tested, 0.16% active;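 active = inhibition of at least 50% in every replicate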
Target sequence (Q5AAJ8 whole entry, looked up): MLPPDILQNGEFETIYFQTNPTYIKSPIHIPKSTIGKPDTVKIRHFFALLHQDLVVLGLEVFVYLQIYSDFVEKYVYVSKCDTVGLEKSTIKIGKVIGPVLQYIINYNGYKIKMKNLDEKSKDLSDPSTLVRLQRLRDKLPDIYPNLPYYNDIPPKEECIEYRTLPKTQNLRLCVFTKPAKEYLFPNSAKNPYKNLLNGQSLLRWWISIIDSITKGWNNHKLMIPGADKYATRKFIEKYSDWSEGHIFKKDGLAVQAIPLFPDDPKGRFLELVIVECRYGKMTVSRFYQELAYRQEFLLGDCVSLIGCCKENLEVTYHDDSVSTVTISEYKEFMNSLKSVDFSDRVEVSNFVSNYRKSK
Starred values were filed as active, the others as inactive; . = not tested or not shown. This is a random part of the collection, and some 3.2% of all compounds hit somewhere here.

Results follow in this order: CDK5 inh	RTF Ca sens inh	Keap1-Nrf2 PPI	NSD2 inh	cardiac RTF act	dFosB activator	LANA DNA inh	Mot1-301 SUMO	PvdQ inh	PfHsp90 yeast 2	Rtt109 Vps75
Cc1cc(C(=O)COC(=O)COc2ccc(C#N)cc2)c(C)n1C1CC1
  -0.5	-16	2	0	-4	-8	3.4	-7	-3	-2	6
Clc1ccc(Oc2nnnn2-c2ccccc2)cc1
  -8.4	-2	1	-1	-4	-5	0.5	-3	-1	-13	-4
O=C(CCN1CCCCC1)Nc1cccc(Br)c1
  0.3	3	-4	0	-12	7	1.9	2	-2	-34	1
CCOC(=O)C1(Cc2ccccc2)CCN(Cc2cnc(N3CCOCC3)s2)CC1
  -0.7	-3	4	2	0	-3	2.7	-8	-10	-10	-1
Cc1c(C=Nc2ccc(S(=O)(=O)CCO)cc2)c(O)[nH]c(=O)c1C#N
  2.9	-3	-7	-1	-4	-2	-0.3	5	12	9	3
Cc1ccc2c(c1)N(C(C)C(=O)NCc1cccs1)C(=O)CO2 (configuration not stated)
  -1.7	-4	-1	-10	0	1	-0.5	-2	-6	8	1
CN(C)S(=O)(=O)c1cccc2c1C(=O)c1ccccc1C2=O
  1.0	-5	-2	-5	-1	1	0.4	-2	-1	1	3
CCCC(=O)N1c2ccc(-c3csc(N)n3)cc2CC1C (configuration not stated)
  -1.2	-1	-5	.	-5	-5	2.0	-14	12	-13	9
CCOC(=O)Cn1nc(C)c(NC(=O)COc2ccccc2[N+](=O)[O-])c1C
  0.4	-16	0	-3	-2	-2	0.2	-24	-10	-31	-12
Cc1ccc(N2CC(C(=O)Nc3ccc(C)c(S(=O)(=O)N(C)C)c3)CC2=O)cc1 (configuration not stated)
  -2.0	-11	1	.	-5	-12	0.4	-13	2	6	2
Cc1ccc(N(C(=O)CNC(=O)c2ccco2)C(C(=O)NC2CCCCC2)c2cccnc2)cc1C (configuration not stated)
  -0.1	-9	-4	4	5	-8	-0.4	-2	-17	-43	-5
c1ccc(Cn2nnnc2C(c2ccccn2)N2CCOCC2)cc1 (configuration not stated)
  1.3	-8	-2	-3	7	-1	-0.7	4	4	-4	63*
CC1CC(C)CN(C(=O)COC(=O)CNS(=O)(=O)/C=C/c2ccccc2)C1 (configuration not stated)
  -8.2	-10	1	-2	2	9	1.5	7	-2	-29	-7
N#Cc1ccc(/C=N/NC(=O)CCc2ccc(S(=O)(=O)N3CCOCC3)cc2)cc1
  -0.3	-25	-6	-2	4	-3	0.1	-7	12	10	25
CN(CCOc1ccccc1)C(=O)C1CCC(=O)N(CCN2CCOCC2)C1 (configuration not stated)
  -0.4	-2	-6	0	-2	-1	0.3	-12	-2	5	-5
CCCc1cc2c(=O)c(-c3ccc4c(c3)OCCO4)c(C)oc2cc1OS(C)(=O)=O
  -2.3	-3	-9	13	-2	-5	-0.8	2	-3	.	2
ClCc1csc(-c2ccc(Cl)cc2)n1
  -5.3	-2	0	33	-2	-9	1.1	19	-3	5	-7
CSc1ccccc1NC(=O)C1C2CCC(C2)C1C(=O)O (configuration not stated)
  2.1	-3	-7	0	-1	9	-0.1	1	-10	-15	2
CN(CC(=O)Nc1ccccc1Br)C(=O)CNC(=O)c1ccc(Oc2ccccc2)cc1
  0.2	-5	1	-2	-4	-14	-2.4	-13	7	11	12
Cn1c(-c2ccncc2)nc2ccccc21
  -0.9	-5	-3	2	0	-11	-2.7	307	-10	3	7

Quoted at random: 6 compounds from above, in no set order.
Results follow in this order: CDK5 inh	RTF Ca sens inh	Keap1-Nrf2 PPI	NSD2 inh	cardiac RTF act	dFosB activator	LANA DNA inh	Mot1-301 SUMO	PvdQ inh	PfHsp90 yeast 2	Rtt109 Vps75
O=C(CCN1CCCCC1)Nc1cccc(Br)c1
  0.3	3	-4	0	-12	7	1.9	2	-2	-34	1
CN(C)S(=O)(=O)c1cccc2c1C(=O)c1ccccc1C2=O
  1.0	-5	-2	-5	-1	1	0.4	-2	-1	1	3
Cc1ccc(N(C(=O)CNC(=O)c2ccco2)C(C(=O)NC2CCCCC2)c2cccnc2)cc1C (configuration not stated)
  -0.1	-9	-4	4	5	-8	-0.4	-2	-17	-43	-5
ClCc1csc(-c2ccc(Cl)cc2)n1
  -5.3	-2	0	33	-2	-9	1.1	19	-3	5	-7
Cc1ccc(N2CC(C(=O)Nc3ccc(C)c(S(=O)(=O)N(C)C)c3)CC2=O)cc1 (configuration not stated)
  -2.0	-11	1	.	-5	-12	0.4	-13	2	6	2
N#Cc1ccc(/C=N/NC(=O)CCc2ccc(S(=O)(=O)N3CCOCC3)cc2)cc1
  -0.3	-25	-6	-2	4	-3	0.1	-7	12	10	25

Additional compounds follow:
Results follow in this order: CDK5 inh	RTF Ca sens inh	Keap1-Nrf2 PPI	NSD2 inh	cardiac RTF act	dFosB activator	LANA DNA inh	Mot1-301 SUMO	PvdQ inh	PfHsp90 yeast 2	Rtt109 Vps75
CC(=O)N/N=C(\C)C1COc2ccccc2O1 (configuration not stated)
  4.7	1	-4	-2	2	0	-4.7	-9	7	7	-3
CC(C)CC(NC(=O)C1CCC(=O)N1)C(=O)NC(CC(C)C)C(=O)N1CCCC1C(N)=O (configuration not stated)
  -1.4	3	-1	-1	1	2	3.3	-23	-5	-6	-2
CSc1ccccc1NC(=O)CN(Cc1ccc(Cl)cc1)S(C)(=O)=O
  1.2	-9	2	-10	-2	-17	1.0	-29	-4	-9	2
CCn1c(SCC(=O)NCc2ccc3c(c2)OCO3)nc2c(c1=O)SCC2
  0.1	-11	-5	0	0	-16	-2.6	-11	4	-14	-9
COCCn1c(=NC(=O)c2ccccc2[N+](=O)[O-])sc2cc(S(C)(=O)=O)ccc21
  5.8	11	3	-2	1	-2	-1.3	10	4	12	8
Cn1c(=O)c([N+](=O)[O-])c(-n2ccnc2)c2ccccc21
  2.5	6	2	33	-1	-7	0.4	-2	-6	-3	12
O=C1C=C(c2ccccc2Oc2ccccc2)C[C@@H](c2ccc3c(c2)OCO3)C1
  -2.1	-14	-6	.	-1	-2	1.7	-8	-8	.	7
COC(=O)Nc1nc(C)c(C(=O)N(C)C)s1
  -1.3	-2	-2	-1	-6	4	1.7	-10	-11	9	2
Cc1nc(N)nc(N)c1CCCc1ccc(Cl)c(Cl)c1
  -3.9	-10	-2	1	7	27*	-1.6	13	3	-7	2
O=C(CCS(=O)(=O)c1ccccc1)NNC(=O)CSc1ccccc1F
  -0.3	-14	-6	-1	2	-8	-1.4	2	-9	-3	0
Cc1cc(Br)ccc1NC(=O)CNC(=O)CN(C)Cc1nc2ccccc2c(=O)[nH]1
  -1.8	-1	-5	-2	-6	-7	0.1	-12	-8	13	-4
CC(CC(=O)NCc1ccc(Cl)cc1)c1ccccc1 (configuration not stated)
  0.3	0	-2	-3	0	5	-0.2	0	20	-13	8
COc1ccc2[nH]c3c(c2c1)CCN1C(=O)N([C@@H](C)C(=O)NCc2c(F)cccc2Cl)C(=O)[C@]31C
  -0.6	2	2	.	2	3	3.4	-4	-3	14	-8
CC(C)[C@H](NC(=O)N1CCC(Cc2ccccc2)CC1)C(=O)O
  -0.9	-2	-2	-4	-2	-6	-1.1	-21	3	5	1
CCN(CC)S(=O)(=O)c1ccc(S(=O)(=O)N(Cc2ccccn2)Cc2ccco2)cc1
  0.4	-4	-8	.	5	-3	0.9	-13	5	-10	-7
Cc1ccc(C#N)c(SCc2nnc(-c3ccc(Cl)cc3)o2)n1
  -1.0	11	5	-2	-1	-6	2.0	5	23	-18	58*
O=S1(=O)N=C(N(Cc2cccs2)c2ccc(O)cc2)c2ccccc21
  0.4	6	-1	3	3	-3	0.9	.	8	-1	-7
COc1ccc(OCCC(=O)OCC(=O)Nc2ccc(S(=O)(=O)N3CCOCC3)cc2)cc1
  -0.2	3	-2	-3	2	-10	2.3	-13	9	9	7
CC(=O)c1cccc(NC(=O)N2CCCC2C(=O)NCc2ccc3c(c2)OCO3)c1 (configuration not stated)
  0.4	0	-3	-1	-5	-2	-1.3	-13	-11	.	-1
N#Cc1ccccc1OCC(=O)NNC(=O)c1ccncc1
  0.8	-12	1	-2	4	2	2.8	-18	0	-17	-2
O=C(NC1CCCCC1)NC1CCN(S(=O)(=O)Cc2ccccc2)CC1
  -1.0	-1	-4	3	-9	2	-0.8	-5	-11	23	0
